Source: PubChem BioAssay (several laboratories)
OX1R FRET antag – antagonists of human orexin 1 receptor (OX1R); O43613; OX1R-expressing cells, FRET antagonist read-out; inhibition, % at 6.6 µM; hit rate 1.8% among 330,000; AID 485270; in the data active = inhibition mostly above about 38%, no sharp cut-off; inactive = mostly below about 40%;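 note: 0% = agonist challenge alone and 100% = reference antagonist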
Target sequence (O43613 whole entry, looked up): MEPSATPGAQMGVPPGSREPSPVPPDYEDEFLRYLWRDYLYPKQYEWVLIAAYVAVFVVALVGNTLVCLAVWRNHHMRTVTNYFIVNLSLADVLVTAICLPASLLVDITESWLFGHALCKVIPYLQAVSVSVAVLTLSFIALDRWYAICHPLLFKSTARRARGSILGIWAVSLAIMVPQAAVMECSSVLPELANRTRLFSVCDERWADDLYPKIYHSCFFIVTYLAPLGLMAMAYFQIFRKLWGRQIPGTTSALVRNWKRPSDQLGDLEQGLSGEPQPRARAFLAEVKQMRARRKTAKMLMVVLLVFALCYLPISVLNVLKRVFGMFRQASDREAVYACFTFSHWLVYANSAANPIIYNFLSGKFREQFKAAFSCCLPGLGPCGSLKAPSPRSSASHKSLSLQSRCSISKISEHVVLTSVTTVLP
STK33 inh – blocks human STK33 kinase activity; Q9BYT3; purified STK33, MBP phosphorylation, ADP-Glo luminescence; inhibition, % at 10 µM; hit rate 0.073% among 320,000;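 active = inhibition at or above 25%, using the most active replicate where run in duplicate; inactive = inhibition below 25%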
Target sequence (Q9BYT3 whole entry, looked up): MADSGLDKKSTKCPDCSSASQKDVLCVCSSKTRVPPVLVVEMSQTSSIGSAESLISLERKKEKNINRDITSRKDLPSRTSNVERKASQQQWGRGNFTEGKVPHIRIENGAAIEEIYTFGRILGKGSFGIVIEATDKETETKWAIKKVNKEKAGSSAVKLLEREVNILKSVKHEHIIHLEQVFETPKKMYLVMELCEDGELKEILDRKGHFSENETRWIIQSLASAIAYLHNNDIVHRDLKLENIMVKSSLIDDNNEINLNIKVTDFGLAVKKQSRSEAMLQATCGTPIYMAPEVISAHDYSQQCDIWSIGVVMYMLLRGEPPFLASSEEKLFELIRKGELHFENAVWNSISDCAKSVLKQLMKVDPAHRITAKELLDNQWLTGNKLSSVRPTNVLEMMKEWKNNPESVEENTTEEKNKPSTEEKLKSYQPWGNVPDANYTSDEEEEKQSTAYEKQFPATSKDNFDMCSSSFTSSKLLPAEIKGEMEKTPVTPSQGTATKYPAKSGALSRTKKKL
An asterisk follows results filed as active.

How did CN(C)S(=O)(=O)c1cccc(NC(=O)c2ccc(COc3ccccc3)cc2)c1 do in these assays?
OX1R FRET antag: 11; STK33 inh: -0.6

How did O=C1CC(c2ccccc2)NN1 (stereo not drawn) do in these assays?
OX1R FRET antag: 11; STK33 inh: 1.5

What do the screens show for `CCC1Sc2ccc(S(=O)(=O)CCC(=O)NCc3ccco3)cc2NC1=O` (stereo not drawn)?
OX1R FRET antag: -3; STK33 inh: -1.5

How did COCCNC(=O)c1ccccc1N(Cc1ccccc1)S(=O)(=O)c1ccccc1 do in these assays?
OX1R FRET antag: 0; STK33 inh: 0.1

What do the screens show for `CSc1cccc(NC(=O)Cc2ccccc2[N+](=O)[O-])c1`?
OX1R FRET antag: 18; STK33 inh: 0.2

How did CSC1=C(C#N)C(c2ccc(C(C)C)cc2)CC(=O)N1 (stereo not drawn) do in these assays?
OX1R FRET antag: 5; STK33 inh: -1.4

How did O=C(c1ccc(Cl)c(NC2=NC3CS(=O)(=O)CC3S2)c1)N1CCN(c2ccccc2)CC1 (stereo not drawn) do in these assays?
OX1R FRET antag: 0; STK33 inh: -0.9

What do the screens show for `COc1cc2ncnc(N[C@H](C)c3ccccc3)c2cc1OC`?
OX1R FRET antag: 7; STK33 inh: 2.2

How did CCc1nnc(NC(=O)CC(C)c2ccccc2)s1 (stereo not drawn) do in these assays?
OX1R FRET antag: -8; STK33 inh: 1.2

What do the screens show for `CN(CCc1ccccn1)c1ccc([N+](=O)[O-])cn1`?
OX1R FRET antag: 19; STK33 inh: -1.2

The last 2 compounds of the section before lead into the next:
How did CCc1nnc(NC(=O)CC(C)c2ccccc2)s1 (stereo not drawn) do in these assays?
OX1R FRET antag: -8; STK33 inh: 1.2

What do the screens show for `CN(CCc1ccccn1)c1ccc([N+](=O)[O-])cn1`?
OX1R FRET antag: 19; STK33 inh: -1.2

Results for O=C(N/N=C/c1ccccc1F)C(=O)N1CCCCCC1 ?
OX1R FRET antag: 19; STK33 inh: 0.1

How did Cc1ccc(S(=O)(=O)Nc2cc(NC(=O)CN3CCOCC3)ccc2Cl)cc1 do in these assays?
OX1R FRET antag: 16; STK33 inh: 0.6

Results for CCCc1ccc2oc(C(=O)N3CCN(CCC(N)=O)CC3)c(C)c2c1 ?
OX1R FRET antag: 3; STK33 inh: -0.1

What do the screens show for `O=C1CNC(=S)N1Cc1ccc(F)cc1`?
OX1R FRET antag: 9; STK33 inh: -1.6

How did CN(C)Cc1cc(C(C)(C)C)cc(C(C)(C)C)c1O do in these assays?
OX1R FRET antag: 0; STK33 inh: 0.4

Results for NC(=O)C(c1ccccc1)C1CCCCC1 (stereo not drawn) ?
OX1R FRET antag: 15; STK33 inh: -2.2

Results for CSc1ccc(CN(C)CC(=O)Nc2cccc(Br)c2)cc1 ?
OX1R FRET antag: 30; STK33 inh: -1.3

What do the screens show for `COc1ccccc1NC(=O)NNC(=O)c1cc2ccccc2cc1O`?
OX1R FRET antag: 3; STK33 inh: 0.3

Results for O=c1oc2ccc(Br)cc2cc1S(=O)(=O)c1ccc(F)cc1 ?
OX1R FRET antag: 15; STK33 inh: 1.4

What do the screens show for `CCc1ccc(NC(=O)CCn2c(=O)c3cccn3c3ccccc32)cc1`?
OX1R FRET antag: 18; STK33 inh: -1.7

How did C=CCNC(=O)c1ccc(-c2cccc([N+](=O)[O-])c2)o1 do in these assays?
OX1R FRET antag: 29; STK33 inh: 0.1

How did COC(=O)c1cccc(C(=O)Nc2ccc(F)cc2)n1 do in these assays?
OX1R FRET antag: 6; STK33 inh: 0.7

How did O=C(NC(Cc1ccccc1)C(=O)O)/C(=C/c1ccccc1)NC(=O)c1ccc(Br)o1 (stereo not drawn) do in these assays?
OX1R FRET antag: 7; STK33 inh: -0.9

What do the screens show for `COCc1nc2ccccc2n1CCCOc1ccccc1`?
OX1R FRET antag: 23; STK33 inh: -0.3

What do the screens show for `CC(=O)c1c(C(C)=O)c(C)n(-c2nc(-c3cccs3)c(C)s2)c1C`?
OX1R FRET antag: 20; STK33 inh: -3.1

How did COc1ccc2c(c1)[nH]c1c(=O)n(Cc3ccncc3)cnc12 do in these assays?
OX1R FRET antag: 7; STK33 inh: -1.1

What do the screens show for `CCc1nccn1CCC(=O)NC1CCCc2c1cnn2-c1ccc(F)cc1F` (stereo not drawn)?
OX1R FRET antag: 15; STK33 inh: -0.5

Results for CN(CCOc1ccc(-c2ccn(S(=O)(=O)c3cccc4ccccc34)n2)cc1)c1ccccn1 ?
OX1R FRET antag: 12; STK33 inh: -2.0

Results for Cc1cc(C)c(NC(=O)Cn2nnc(C(=O)NCc3cccs3)c2N)c(C)c1 ?
OX1R FRET antag: 7; STK33 inh: 1.6

What do the screens show for `Cc1ccccc1OCC(O)CNC1CCC(NCC(O)COc2ccccc2C)CC1` (stereo not drawn)?
OX1R FRET antag: -16; STK33 inh: 0.8

Results for S=C1NCN(Cc2cccnc2)CN1 ?
OX1R FRET antag: -5; STK33 inh: -0.2

What do the screens show for `O=C1OCCC1Sc1nnc(-c2cccnc2)n1-c1ccccc1F` (stereo not drawn)?
OX1R FRET antag: 13; STK33 inh: -0.6

How did CCC(C)(C(=O)NC1CCCCC1)N(CC1CCCO1)C(=O)Cc1cccs1 (stereo not drawn) do in these assays?
OX1R FRET antag: 19; STK33 inh: -0.7

How did COc1ccc2[nH]c(C(O)(Cc3cccnc3)Cc3cccnc3)cc2c1 do in these assays?
OX1R FRET antag: 9; STK33 inh: -1.4

How did O=C(NCC(=O)N1CC(O)CC1C(=O)N1CC(O)CC1C(=O)OCc1ccccc1)OCc1ccccc1 (stereo not drawn) do in these assays?
OX1R FRET antag: 4

How did CCOc1ccc(NC(=S)Nc2ccc(OC)cc2)cc1 do in these assays?
OX1R FRET antag: 12; STK33 inh: -1.6

What do the screens show for `Cc1ccc2nc(/C=C/c3cccc(F)c3)ccc2c1`?
OX1R FRET antag: 9; STK33 inh: -0.1

What do the screens show for `COc1ccc(/C=N/NC(=O)c2ccc(Br)cc2)cc1Cn1cc(Cl)cn1`?
OX1R FRET antag: 13; STK33 inh: -2.5

What do the screens show for `CCc1ccc(S(=O)(=O)Nc2ccc(-c3nc4cccnc4s3)cc2)s1`?
OX1R FRET antag: 7; STK33 inh: -0.7

Results for C=C(C)C1CC=C(C)/C(=N/NC(=O)c2ccoc2C)C1 (stereo not drawn) ?
OX1R FRET antag: 14; STK33 inh: -2.1

Reprinted at random: two entries already listed
What do the screens show for `CCc1ccc(S(=O)(=O)Nc2ccc(-c3nc4cccnc4s3)cc2)s1`?
OX1R FRET antag: 7; STK33 inh: -0.7

What do the screens show for `CC(=O)c1c(C(C)=O)c(C)n(-c2nc(-c3cccs3)c(C)s2)c1C`?
OX1R FRET antag: 20; STK33 inh: -3.1

The listing picks up; the three compounds before the break are reprinted first.
What do the screens show for `COc1ccc(/C=N/NC(=O)c2ccc(Br)cc2)cc1Cn1cc(Cl)cn1`?
OX1R FRET antag: 13; STK33 inh: -2.5

What do the screens show for `CCc1ccc(S(=O)(=O)Nc2ccc(-c3nc4cccnc4s3)cc2)s1`?
OX1R FRET antag: 7; STK33 inh: -0.7

Results for C=C(C)C1CC=C(C)/C(=N/NC(=O)c2ccoc2C)C1 (stereo not drawn) ?
OX1R FRET antag: 14; STK33 inh: -2.1

How did Cc1cc(C)cc(NC(=O)CSc2nnc(-c3cc(C)[nH]n3)n2N)c1 do in these assays?
OX1R FRET antag: 1; STK33 inh: -1.0

What do the screens show for `CCN(CCCNC(=O)C1CCN(S(=O)(=O)c2cnc[nH]2)CC1)c1cccc(C)c1`?
OX1R FRET antag: 6; STK33 inh: -0.7

What do the screens show for `CC(C)c1ccc(/C=C(\c2nc3ccccc3[nH]2)S(=O)(=O)c2ccccc2)cc1`?
OX1R FRET antag: 15; STK33 inh: -0.7

How did CCN(CC)CCNC(=O)C1(O)c2cc(Br)ccc2NC(=O)N1c1ccc(Cl)cc1 (stereo not drawn) do in these assays?
OX1R FRET antag: -1; STK33 inh: -1.0

How did CC(C)=C1C2CCC1C1C(=O)N(c3nccs3)C(=O)C21 (stereo not drawn) do in these assays?
OX1R FRET antag: 9; STK33 inh: -2.3

How did COc1cc(S(=O)(=O)NC2CCCC2)ccc1F do in these assays?
OX1R FRET antag: 11; STK33 inh: 0.0

What do the screens show for `Cc1cc2ccccn2c1C(=O)c1nc(N2CCOCC2)ncc1Cl`?
OX1R FRET antag: 17; STK33 inh: -0.9

Results for O=C(CCNC(=O)c1ccc([N+](=O)[O-])cc1)Oc1ccc(F)c(F)c1 ?
OX1R FRET antag: 23; STK33 inh: 0.1

How did COc1ccc(C)cc1NC(=O)c1ccc2c(O)c(S(=O)(=O)c3ccccc3)c(=O)[nH]c2c1 do in these assays?
OX1R FRET antag: 6; STK33 inh: -1.7

What do the screens show for `Cc1ccccc1NC(=O)C(=O)NCCc1c[nH]c2ccccc12`?
OX1R FRET antag: 11; STK33 inh: 1.4

Results for N#CC(c1ccccc1)N(CCCCl)C(=O)c1ccccc1 (stereo not drawn) ?
OX1R FRET antag: 8; STK33 inh: -1.9

What do the screens show for `CCSc1nnc(Cc2cc(=O)[nH]c(=O)[nH]2)n1-c1cc(C)ccc1C`?
OX1R FRET antag: 9; STK33 inh: 0.1

Results for COc1ccc(CNC(=O)c2ccc(N3CCC4(CC3)CC(c3ccc(Cl)cc3)=NO4)c(NC(=O)Cc3ccc(F)cc3)c2)cc1 ?
OX1R FRET antag: 5; STK33 inh: -0.7

How did COc1ccccc1NC(=S)NCCSc1ccc(C)cc1 do in these assays?
OX1R FRET antag: 2; STK33 inh: -2.1

Results for COc1ccc(NC(=O)CSc2nc3ccccc3c(=O)n2-c2ccc3c(c2)OCO3)c(OC)c1 ?
OX1R FRET antag: 8; STK33 inh: 0.8

What do the screens show for `COC(=O)c1ccc(NS(=O)(=O)c2c(C)[nH]c(C)c2C(=O)N2CCCC2)cc1`?
OX1R FRET antag: 18; STK33 inh: 0.2

What do the screens show for `Cc1ccc(OCC(=O)N/N=C\c2c(C)[nH]n(-c3ccccc3)c2=O)c([N+](=O)[O-])c1`?
OX1R FRET antag: 23; STK33 inh: 0.9

What do the screens show for `CN(C)c1ccc(C2C3CCCc4ccccc4C3=NN2C)cc1` (stereo not drawn)?
OX1R FRET antag: 11; STK33 inh: -1.0

What do the screens show for `CCCCC(=O)NCc1ccccc1Cl`?
OX1R FRET antag: 9; STK33 inh: -0.4

What do the screens show for `NC(=O)C1CCN(C(=O)CCC(=O)N2CCOc3ccc(Cl)cc32)CC1`?
OX1R FRET antag: 16; STK33 inh: -0.6

What do the screens show for `O=C1COc2ccc(C(=O)CSc3nnc(-c4cccs4)n3Cc3ccccc3)cc2N1`?
OX1R FRET antag: 21; STK33 inh: -0.4

What do the screens show for `CN(CCNC(=O)c1cn(C)c2ccc(S(=O)(=O)N(C)C)cc2c1=O)CCc1ccccc1`?
OX1R FRET antag: 6; STK33 inh: -1.6

What do the screens show for `C/C(=N\Nc1ncnc2sc(C)c(C)c12)c1ccccn1`?
OX1R FRET antag: 34; STK33 inh: -1.4

How did O=C(Cc1cccs1)N/N=C/C=C\c1ccco1 do in these assays?
OX1R FRET antag: 19; STK33 inh: 3.7

How did O=C(NCC(Cl)c1ccc2ccccc2c1)c1c(F)cccc1F (stereo not drawn) do in these assays?
OX1R FRET antag: -14; STK33 inh: 2.7

How did O=C(Cn1ccnc1)c1ccc(O)c(O)c1 do in these assays?
OX1R FRET antag: -2; STK33 inh: 0.0

How did O=C(NCc1ccccc1)N1CCC(Cc2ccccc2)CC1 do in these assays?
OX1R FRET antag: -5; STK33 inh: -0.8

Results for Cc1ccccc1NCc1ccc([N+](=O)[O-])s1 ?
OX1R FRET antag: 10; STK33 inh: -0.5

How did Cc1ccc(C(CC(N)=O)c2ccco2)cc1 (stereo not drawn) do in these assays?
OX1R FRET antag: -2; STK33 inh: -0.7

What do the screens show for `COC(=O)c1cc(Cl)c(NC(=O)c2ccc(C(C)(C)C)cc2)cc1OC`?
OX1R FRET antag: 5; STK33 inh: -0.3

Results for CCOC(=O)c1oc2cc(O)ccc2c(=O)c1-c1csc(C)n1 ?
OX1R FRET antag: 18; STK33 inh: 0.1

What do the screens show for `C=CCN1C2CCCC1CC(NC(=S)Nc1ccc(Cl)cc1)C2` (stereo not drawn)?
OX1R FRET antag: 26; STK33 inh: 21

Results for COc1ccc(OC)c(N=C(N)N=C(N)N)c1 ?
OX1R FRET antag: 8; STK33 inh: -0.2

Results for N#C/C(=C\c1ccc(-c2cccc([N+](=O)[O-])c2)o1)C(=O)NCCN1CCOCC1 ?
OX1R FRET antag: 44; STK33 inh: 4.5

What do the screens show for `O=c1c2cccc3c2c(nn1-c1ccccc1)-c1ccccc1-3`?
OX1R FRET antag: 25; STK33 inh: -2.0

Results for CC(NC(=O)CN1CCCC1)C12CC3CC(CC(C3)C1)C2 (stereo not drawn) ?
OX1R FRET antag: -2; STK33 inh: 0.8

What do the screens show for `O=C(NN=C1CCCC1)c1n[nH]c2c1CCC2`?
OX1R FRET antag: 7; STK33 inh: -0.1

What do the screens show for `CC(C)(CNc1ccc([N+](=O)[O-])cc1Cl)N1CCOCC1`?
OX1R FRET antag: 31; STK33 inh: -0.2

What do the screens show for `O=C1/C(=C\c2cccnc2)CN(Cc2ccccc2)C/C1=C\c1cccnc1`?
OX1R FRET antag: 20; STK33 inh: -3.1

What do the screens show for `CC(/C=N/NC(=O)Cc1cc(=O)[nH][nH]1)=C\c1ccccc1`?
OX1R FRET antag: 6; STK33 inh: -0.4
